Compound activity from PubChem.
M1AAP inhibition – P. falciparum M1AAP inhibitors, biochemical, fluorogenic H-Leu-NHMec substrate, 1536-well (AID 1445) | recombinant M1AAP, H-Leu-NHMec fluorogenic kinetic assay; higher % means a stronger effect | inhibition, % at 30 µM, or IC50 in µM where a hit was titrated | 0.42% of 220,000 active;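 active = primary inhibition above the hit cutoff, then over 50% inhibition at one or more dose response concentrations, cut at about 23% in these data, passing the limit was not always enough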;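 also: plate controls were DMSO full reaction for no effect and no enzyme background for full effect; strong numbers were not always called active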
human PMI inhibitors – MPI inhibition at elevated mannose 6-phosphate – biochemical, fluorescence intensity, high mannose 6-phosphate, primary screen (AID 1220) | recombinant PMI enzyme, coupled fluorescence intensity; higher % means a stronger effect | one-dose inhibition, % at 20 µM; IC50 in µM for titrated hits | 0.66% of 190,000 active
LYP phosphatase – PTPN22 lymphoid phosphatase activity blockers – biochemical, fluorescence intensity, uHTS (AID 1779); recombinant LYP phosphatase, fluorescence intensity; higher % means a stronger effect; inhibition, % at 11.5 µM; hits with a dose series show IC50 in µM; 0.054% of 290,000 active;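 also: plate controls were vehicle with enzyme for no effect and no enzyme for full effect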
WT yeast gro inh – growth inhibition of WT yeast, mitochondrial fusion screen; mitochondrial fusion phenotypic screen, WT strain; 2.1% of 190,000 active; AID 1362; inhibition, % at 10 µM; in the data active = inhibition above about 58%; tested in S. cerevisiae
M17LAP inhibition – P. falciparum M17LAP inhibitors, primary screen, biochemical, fluorogenic H-Leu-NHMec substrate, 1536-well (AID 1619); recombinant M17LAP, H-Leu-NHMec fluorogenic kinetic assay; higher % means a stronger effect; one-dose inhibition, % at 30 µM; IC50 in µM for titrated hits; 0.38% of 220,000 active;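 active = compound inhibiting the enzyme by more than half at any dose during confirmatory dose-response retesting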;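 also: plate controls were full reaction with DMSO carrier for no effect and no enzyme background for full effect; strong numbers were not always called active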
XIAP antagonists – small molecules displacing peptide from XIAP – biochemical, IAP family, fluorescence polarization (AID 1018); XIAP BIR domain, fluorescence polarization peptide displacement; higher % means a stronger effect; one-dose displacement, % at 20 µM; IC50 in µM for titrated hits; 0.007% of 200,000 active; in the data active = displacement above about 50%; also: a part of the inactive calls stands beside numbers as strong as those of hits
PMI inhibitors – MPI enzyme activity inhibition – biochemical, fluorescence intensity, coupled assay, primary screen (AID 1209); purified PMI enzyme, coupled fluorescence intensity; higher % means a stronger effect; inhibition, % at 20 µM, or IC50 in µM where a hit was titrated; 0.42% of 190,000 active;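 also: plate controls were DMSO vehicle for no effect and wells lacking substrate for full effect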
TNAP activators – human TNAP enzyme activators, primary screen, biochemical, luminescent, no phosphate acceptor, uHTS (AID 1001); 0.03% of 200,000 active; activation fold at 20 µM; hits with a dose series show EC50 in µM; purified TNAP, luminescent activation assay, no phosphate acceptor; higher activation fold means a stronger effect; in the data active = activation fold from about 3, or a potency from the dose series; inactive = the rest, 99 in 100 with activation fold below about 1.6; also: many of its hits are not listed in these tables
Yfh1-depleted yeast – enhancers of respiration in Yfh1-depleted yeast, dose response, Friedreich's ataxia, plus single-dose screen (AID 1465); fold induction at 50 µM, or EC50 in µM where a hit was titrated; 0.074% of 220,000 active; S. cerevisiae Yfh1-off respiration, WST-1 reduction, 72 h; higher fold induction means a stronger effect;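 active = fold induction of absorbance versus untreated yeast above a set limit, then at least 30% activation at any dose in follow-up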;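 also: activators that raise dye reduction in frataxin-depleted yeast; strong numbers were not always called active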
WT yeast gro inh mutant strain – second read-out of WT yeast gro inh, no call of its own (marks repeat the call); inhibition, %; mitochondrial fusion phenotypic screen, mutant strain inhibition
* hit, by the source's call. Rule as the data show it, unless noted: active = inhibition above about 50%; inactive = the rest.

`FC(F)(F)c1cnc(-c2cnc3c(-c4ccc(Cl)cc4)cnn3c2)c(Cl)c1` gave M1AAP inhibition 16.9%, human PMI inhibitors 6.7%, LYP phosphatase -7.0%, WT yeast gro inh -0.2, M17LAP inhibition -3.7%, XIAP antagonists -2.3%, PMI inhibitors 9.0%, TNAP activators 1.1 and WT yeast gro inh mutant strain 15.2.
For COc1cccc(C(=O)Nc2nc(SCc3ccc(Cl)cc3)n[nH]2)c1 the results were M1AAP inhibition 3.6%, LYP phosphatase -4.2%, M17LAP inhibition -5.2% and Yfh1-depleted yeast inactive.
Screening O=C(c1ccc(N2C(=O)C3CC=C(Cl)CC3C2=O)cc1)N1CCCCC1 (stereo not given) returned M1AAP inhibition 1.8%, human PMI inhibitors 3.8%, LYP phosphatase -0.6%, WT yeast gro inh -2.6, M17LAP inhibition 2.3%, XIAP antagonists -8.0%, PMI inhibitors 5.3%, TNAP activators 1.1, Yfh1-depleted yeast inactive and WT yeast gro inh mutant strain -11.3.
For CCN(CC)CCNC(=O)c1ccc(NC(=O)Cc2ccccc2F)cc1 the results were M1AAP inhibition 2.4%, human PMI inhibitors -7.8%, LYP phosphatase 1.4%, WT yeast gro inh 2.2, M17LAP inhibition -10.2%, XIAP antagonists -6.2%, PMI inhibitors -9.3%, TNAP activators 1.1, Yfh1-depleted yeast inactive and WT yeast gro inh mutant strain -26.7.
C#CCO[C@@H]1C[C@H](n2cnc3c(NC(=O)c4ccccc4)ncnc32)O[C@@H]1CO was read as M1AAP inhibition 1.1%, LYP phosphatase -14.6%, M17LAP inhibition 2.7% and Yfh1-depleted yeast inactive.
For c1ccc(-c2cc(-c3ccccc3)on2)cc1 the results were M1AAP inhibition -1.3%, LYP phosphatase -6.2%, M17LAP inhibition 5.2% and Yfh1-depleted yeast inactive.
`COc1ccc2c(c1)cc(C)c1nnc(SCC(=O)N3CCN(C(=O)c4ccco4)CC3)n12` gave human PMI inhibitors 5.4%, LYP phosphatase -2.1%, XIAP antagonists -18.4%, PMI inhibitors 4.9%, TNAP activators 1.1 and Yfh1-depleted yeast inactive.
For CCOc1ccccc1NC(=O)C1Cc2ccccc2CN1S(C)(=O)=O (stereo not given) the results were M1AAP inhibition 4.9%, human PMI inhibitors 3.8%, LYP phosphatase -8.4%, WT yeast gro inh 4.1, M17LAP inhibition 14.6%, XIAP antagonists -4.2%, PMI inhibitors 8.0%, TNAP activators 1.1, Yfh1-depleted yeast inactive and WT yeast gro inh mutant strain 3.7.
For CSc1cccc(NC(=O)c2nnn(Cc3ccccc3)c2N)c1 the results were M1AAP inhibition -8.1%, human PMI inhibitors 5.6%, LYP phosphatase 2.9%, WT yeast gro inh -0.9, M17LAP inhibition -13.4%, XIAP antagonists -0.7%, PMI inhibitors 15.3%, TNAP activators 1.1, Yfh1-depleted yeast inactive and WT yeast gro inh mutant strain -0.2.
`COc1cc2c3nnc(-c4ccc(F)cc4)c-3cn(Cc3ccccc3)c2cc1OC` gave M1AAP inhibition 0.1%, human PMI inhibitors 13.1%, LYP phosphatase -11.0%, WT yeast gro inh -3.6, M17LAP inhibition -4.7%, XIAP antagonists -7.4%, PMI inhibitors 13.7%, TNAP activators 1.2, Yfh1-depleted yeast inactive and WT yeast gro inh mutant strain -1.4.
Cn1c(=O)c2c(nc(CN3CCN(CCO)CC3)n2Cc2cccc3ccccc23)n(C)c1=O was read as M1AAP inhibition 1.2%, human PMI inhibitors 4.3%, LYP phosphatase -7.3%, WT yeast gro inh -4.3, M17LAP inhibition -1.8%, XIAP antagonists -3.4%, PMI inhibitors 12.8%, TNAP activators 1, Yfh1-depleted yeast inactive and WT yeast gro inh mutant strain -3.1.
Cc1nc(N2CCC(C(N)=O)CC2)c2nnn(Cc3ccccc3)c2n1 was read as M1AAP inhibition -2.5%, human PMI inhibitors -20.7%, LYP phosphatase -6.2%, WT yeast gro inh 29.8, M17LAP inhibition -0.9%, XIAP antagonists 0.6%, PMI inhibitors -11.1%, TNAP activators 1.1, Yfh1-depleted yeast inactive and WT yeast gro inh mutant strain 20.8.
Cc1ccc(Nc2ncccc2C(=O)O)cc1C was read as M1AAP inhibition -2.9%, human PMI inhibitors 9.0%, LYP phosphatase -6.2%, WT yeast gro inh -32.1, M17LAP inhibition 0.5%, XIAP antagonists -3.2%, PMI inhibitors 4.1%, TNAP activators 1, Yfh1-depleted yeast inactive and WT yeast gro inh mutant strain -18.2.
For O=C(Nc1c(C(=O)Nc2ccccc2)cnn1-c1ccccc1)c1ccco1 the results were M1AAP inhibition 2.3%, human PMI inhibitors 12.1%, LYP phosphatase -1.8%, WT yeast gro inh -3.6, M17LAP inhibition -3.6%, XIAP antagonists -1.8%, PMI inhibitors 11.1%, TNAP activators 1.1, Yfh1-depleted yeast inactive and WT yeast gro inh mutant strain -14.9.
`C(/C=C/c1ccco1)=N/N1CCN(c2ccccc2)CC1` gave M1AAP inhibition 19.7%, human PMI inhibitors 5.5%, LYP phosphatase 3.1%, WT yeast gro inh -0.4, M17LAP inhibition 1.2%, XIAP antagonists -1.8%, PMI inhibitors 0.0%, TNAP activators 1, Yfh1-depleted yeast inactive and WT yeast gro inh mutant strain 1.4.
Cc1nnc(NC(=O)CC(NC(=O)C(F)(F)F)c2ccccc2)s1 (stereo not given) was read as M1AAP inhibition 9.2%, human PMI inhibitors 3.6%, LYP phosphatase -3.7%, WT yeast gro inh -24.1, M17LAP inhibition -8.3%, XIAP antagonists -5.1%, PMI inhibitors -2.2%, TNAP activators 1, Yfh1-depleted yeast inactive and WT yeast gro inh mutant strain 8.2.
For O=C(O)CCCCCn1c(SCc2cc(=O)n3cc(Cl)ccc3n2)nc2ccsc2c1=O the results were M1AAP inhibition 2.0%, human PMI inhibitors 6.4%, LYP phosphatase -1.8%, WT yeast gro inh 9.5, M17LAP inhibition 23.0%, XIAP antagonists -1.3%, PMI inhibitors -2.9%, TNAP activators 1.1, Yfh1-depleted yeast inactive and WT yeast gro inh mutant strain 4.9.
COC(=O)c1ccc2c(c1)N(C)CCS2 was read as M1AAP inhibition 10.7%, human PMI inhibitors -13.0%, LYP phosphatase -2.2%, WT yeast gro inh 3.8, M17LAP inhibition -19.1%, XIAP antagonists -5.6%, PMI inhibitors -14.7%, TNAP activators 1.1, Yfh1-depleted yeast inactive and WT yeast gro inh mutant strain -1.0.
For COc1ccc(C(C)C)cc1S(=O)(=O)n1ccnc1C the results were M1AAP inhibition -4.3%, human PMI inhibitors -12.5%, LYP phosphatase -7.6%, WT yeast gro inh 17.8, M17LAP inhibition -18.1%, XIAP antagonists -6.6%, PMI inhibitors -12.3%, TNAP activators 1, Yfh1-depleted yeast inactive and WT yeast gro inh mutant strain 5.0.
CCOc1cc(/C=N/n2cnnc2)c(Br)cc1O was read as M1AAP inhibition 8.1%, human PMI inhibitors 1.5%, LYP phosphatase -2.2%, WT yeast gro inh 7.8, M17LAP inhibition 4.8%, XIAP antagonists 3.3%, PMI inhibitors 6.9%, TNAP activators 1, Yfh1-depleted yeast inactive and WT yeast gro inh mutant strain 0.8.
`CSCCC(NC(N)=O)C(=O)NCc1cccc(Cl)c1` (stereo not given) gave M1AAP inhibition 1.2%, human PMI inhibitors 8.1%, LYP phosphatase -9.2%, WT yeast gro inh -8.8, M17LAP inhibition 3.8%, XIAP antagonists -2.4%, PMI inhibitors 12.6%, TNAP activators 1.1 and WT yeast gro inh mutant strain 2.0.
For O=C1CCCC2=C1C(c1cccs1)n1nc(SCc3ccccc3)nc1N2 (stereo not given) the results were M1AAP inhibition 9.7%, human PMI inhibitors 4.7%, LYP phosphatase 5.0%, WT yeast gro inh 10.3, M17LAP inhibition -4.2%, XIAP antagonists -2.2%, PMI inhibitors 8.1%, TNAP activators 1.1, Yfh1-depleted yeast inactive and WT yeast gro inh mutant strain 14.3.
`CC(OC(=O)c1ccccc1N1C(=O)C2C3CCC(C3)C2C1=O)C(=O)c1ccccc1` (stereo not given) gave M1AAP inhibition -1.6%, human PMI inhibitors -3.8%, LYP phosphatase -7.2%, WT yeast gro inh 1.7, M17LAP inhibition -9.0%, XIAP antagonists -4.3%, PMI inhibitors 6.7%, TNAP activators 1.2, Yfh1-depleted yeast inactive and WT yeast gro inh mutant strain -23.7.
`O=C(C1CCC(CNc2nc(=S)[nH]c3ccccc23)CC1)N1CCN(c2ccc(F)cc2)CC1` (stereo not given) gave M1AAP inhibition 6.0%, human PMI inhibitors 8.6%, LYP phosphatase -2.9%, WT yeast gro inh 0.1, M17LAP inhibition 6.8%, XIAP antagonists -5.4%, PMI inhibitors 9.3%, TNAP activators 1, Yfh1-depleted yeast inactive and WT yeast gro inh mutant strain -9.0.
For CC1CCCCN1Cc1nc2ccccc2c(=O)[nH]1 (stereo not given) the results were M1AAP inhibition 7.1%, human PMI inhibitors -3.1%, LYP phosphatase -7.6%, WT yeast gro inh 2.6, M17LAP inhibition 4.8%, XIAP antagonists -3.0%, PMI inhibitors 0.0%, TNAP activators 1.1, Yfh1-depleted yeast inactive and WT yeast gro inh mutant strain -0.8.
For O=C(Cn1ccc([N+](=O)[O-])n1)N1CCCCC1 the results were M1AAP inhibition 7.8%, human PMI inhibitors -6.5%, LYP phosphatase 2.4%, WT yeast gro inh 2.9, M17LAP inhibition 2.7%, XIAP antagonists -3.9%, PMI inhibitors -3.2%, TNAP activators 1.2, Yfh1-depleted yeast inactive and WT yeast gro inh mutant strain 6.7.
For O=C(COC(=O)c1cncc(Br)c1)NCC1CCCO1 (stereo not given) the results were M1AAP inhibition 6.2%, human PMI inhibitors 4.3%, LYP phosphatase -6.9%, WT yeast gro inh -10.4, M17LAP inhibition 0.2%, XIAP antagonists -1.0%, PMI inhibitors -1.8%, TNAP activators 1.1, Yfh1-depleted yeast inactive and WT yeast gro inh mutant strain -7.1.
For CSc1ncccc1C(=O)N1CCCC(CCC(=O)NCc2ccccc2F)C1 (stereo not given) the results were M1AAP inhibition 3.3%, human PMI inhibitors 0.6%, LYP phosphatase -5.9%, WT yeast gro inh -6.7, M17LAP inhibition 2.8%, XIAP antagonists -1.2%, PMI inhibitors -0.2%, TNAP activators 1.1, Yfh1-depleted yeast inactive and WT yeast gro inh mutant strain -6.3.
Screening CC/C(C)=N/Oc1nc(C)cc(C)n1 returned M1AAP inhibition -8.4%, LYP phosphatase -6.3%, M17LAP inhibition 5.8% and Yfh1-depleted yeast inactive.
